TNFa cytotox = HUVEC cytotoxicity counter-screen, TNF alpha stimulated; HUVEC TNFalpha-stimulated, Hoechst cell count, imaging; cell count reduction, % at 2 µM; 93,000 tested, 0.17% active;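 active = cell count reduction exceeding the screen mean by over 5 SD, scaled to untreated wells per plate, cut at about 78% in these data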;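 also: cells counted after 24 h of TNF alpha exposure following the 1 h pretreatment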
Lung fibro prol = blocks proliferation of human lung fibroblasts | LL 47 human lung fibroblast viability, ATP luminescence; stronger effect = lower value | viability, % at 10 µM | 85,000 tested, 1.1% active;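 active = viability at or below 50% in the single dose screen; inactive = viability above 50%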;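 also: compound exposure lasted 72 h before the ATP readout; 100% = median luminescence of untreated cell-only wells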
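Signal: luminescent ATP detection, CellTiter-Glo; assay system: LL 47 human lung fibroblasts; input: 1,150 cells/well; incubation: overnight cell rest, 72 h compound treatment at 37 °C; measure: % viability versus median cells-only luminescence; medium: IMEM growth medium with 15% fetal bovine serum; dosing: compound addition at 0.1% DMSO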
VCAM1 TNFa inh = reduces TNF alpha induced VCAM1 expression in HUVEC | HUVEC TNFa-induced VCAM-1 immunofluorescence, high-content imaging | inhibition, % at 2 µM | 95,000 tested, 0.48% active;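 active = inhibition above the batch mean plus 3 SD, with images confirmed as a hit by eye, cut at about 37% in these data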;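 also: 0% = TNF-stimulated DMSO wells and 100% = unstimulated control wells; not every result past the cut was called active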
HUVEC prolif 384 = human endothelial cell proliferation inhibition | viability, % at 10 µM (by protocol) | AID 648 | HUVEC proliferation, CellTiter-Glo luminescence, 72 h; stronger effect = lower value | 86,000 tested, 1.1% active;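 active = viability at or below 30%; inactive = viability above 30%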;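 also: 100% = median luminescence of DMSO-only cell control wells on each plate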
Smad3 FoxH1 inh = inhibitors of human Smad3 transcription factor binding. TR-FRET Smad3/Dy647-FoxH1 peptide binding, europium anti-His. inhibition, % at 25 µM. 88,000 tested, 0.29% active. AID 630;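 active = compounds that reduce the energy-transfer binding signal between the protein and its labelled peptide by more than half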;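 also: 0% = Smad3 plus labelled peptide maximal FRET and 100% = peptide-only background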
Target sequence (P84022 whole entry, looked up): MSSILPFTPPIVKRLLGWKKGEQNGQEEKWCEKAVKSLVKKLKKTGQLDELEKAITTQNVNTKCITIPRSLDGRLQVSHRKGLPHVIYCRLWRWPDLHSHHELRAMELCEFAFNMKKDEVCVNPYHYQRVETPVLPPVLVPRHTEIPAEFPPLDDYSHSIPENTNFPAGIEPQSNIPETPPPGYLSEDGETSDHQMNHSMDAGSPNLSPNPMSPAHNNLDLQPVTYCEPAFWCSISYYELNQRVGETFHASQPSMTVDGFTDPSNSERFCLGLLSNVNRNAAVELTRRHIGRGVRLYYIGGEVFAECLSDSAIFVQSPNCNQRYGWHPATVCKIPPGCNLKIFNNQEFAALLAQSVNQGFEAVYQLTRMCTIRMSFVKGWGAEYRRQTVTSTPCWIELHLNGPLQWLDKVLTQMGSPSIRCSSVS
HUVEC tox IL1B = toxic to HUVEC cells under IL-1B stimulation | HUVEC cell count loss, Hoechst imaging, IL-1B stimulated | cell count reduction, % at 2 µM | 94,000 tested, 0.41% active;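 active = cell count reduction more than 3 SD above the screen-wide mean, cut at about 70% in these data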;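 also: normalized per plate to untreated control cells as the no-loss baseline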
H69AR growth 86K = blocks growth of human H69AR lung tumor cells. H69AR lung tumor viability, ATP luminescence, 72 h; stronger effect = lower value. viability, % at 10 µM. 85,000 tested, 6% active. AID 598;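 active = viability at or below 40%; inactive = viability above 40%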;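 also: multidrug resistant small cell line overexpressing MRP-1 efflux transporter; 100% = mean luminescence of untreated control wells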
F-actin modifier = alters cytoskeleton assembly in HUVEC cells | HUVEC TNFa F-actin phalloidin imaging, high content | inhibition, % at 2 µM | 91,000 tested, 0.18% active;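 active = inhibition above the batch mean plus 3 SD and confirmed as a hit by visual image inspection, cut at about 30% in these data, passing the limit was not always enough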; also: strong numbers were not always called active
PTK2B oligo ant = blocks oligomerization of human Pyk2 in cells. Q14289. Q293 cells, Pyk2 FERM NanoBiT luminescence; stronger effect = lower value. 99,000 tested, 0.83% active. AID 1347419. z-score (the deposit names both 25 µM and 10 µM);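 active = Z-score of -3 or lower, scaled per plate to the spread of control and sample wells; inactive = z-score above -3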;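 also: negative z-score means lost luminescence so less FERM oligomerization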
* hit, by the source's call; / = not tested or not shown; [ ] = dose if it differs, or a comment. An excerpt; the hit share may differ from the screen's.

SMILES	TNFa cytotox	Lung fibro prol	VCAM1 TNFa inh	HUVEC prolif 384	Smad3 FoxH1 inh	HUVEC tox IL1B	H69AR growth 86K	F-actin modifier	PTK2B oligo ant
COc1ccccc1NC(=O)c1oc2ccc(C)cc2c1C	30	99	41	91	3	-8	95	1	-1.3
CC1=CC(c2ccccc2)n2nc(N3C(=O)CCC3=O)nc2N1 (stereo not drawn)	-5	95	0	102	-5	-20	96	2	0.76
Cc1cc(S(=O)(=O)NC2CCCCC2)ccc1OCC(=O)NCc1cccnc1	-31	102	12	104	9	2	107	2	0.93
CC1(C)Cc2nc3sc4c(=O)[nH]cnc4c3cc2CS1	-4	98	8	79	2	-23	55	-3	-0.77
Cc1[nH]cnc1CSCCN	-18	101	0	97	5	-4	83	21	0.69
CCOc1ccc(S(=O)(=O)NCC2CCCO2)c2cccnc12 (stereo not drawn)	-34	95	2	93	0	18	103	13	-1
CCCCOC(=O)c1[nH]c(C)c(C(=O)OC)c1C	-9	94	-4	104	-4	-36	105	-36	0.1
CCOC(=O)c1c(NC(=O)c2ccc(N3CCOCC3)c([N+](=O)[O-])c2)sc(C)c1C	-41	/	-14	/	/	2	/	0	/
Cc1cc(OC(=O)c2cccs2)ccc1C(C)C	17	94	-13	93	5	-8	97	-15	0.9
Cc1nc(N2CCN(C(=O)COc3ccccc3)CC2)c2c(C)c(C)sc2n1	-6	101	-3	71	2	-43	86	6	-0.9
O=C1c2ccccc2CCC12N=NCC2c1ccc(Cl)cc1 (stereo not drawn)	-28	95	12	100	-11	16	87	-3	1.1
CCOC(=O)CSc1nc2c(sc3ccccc32)c(=O)n1CCCN1CCOCC1	54	100	46	75	1	-48	44	-16	-1.6
Cc1nnc(SCC(=O)Nc2ncc3c(n2)CCCC3=O)s1	20	102	8	101	-4	6	79	-16	-0.1
COc1ccc2c(c1)c1c(n2C(C)=O)C(OC(C)=O)=NCC1	-3	96	6	79	6	-32	92	-4	-0.95
CC(C)=CC(=O)Nc1ccccc1Br	-8	96	22	90	17	-12	105	-2	-0.1
Cn1c(CCN2CCCCC2)nc2cc(NS(=O)(=O)c3ccc(F)cc3)ccc21	/	94	/	107	9	/	22*	/	0.57
CC12CCC(C(=O)N(NC(=O)c3cc(Cl)ccc3O)C1=O)C2(C)C (stereo not drawn)	-11	/	6	/	/	0	/	-17	1.2
COc1cc(NC(C)C(=O)N2CC(C)OC(C)C2)cc(OC)c1 (stereo not drawn)	-5	99	-6	96	3	10	105	-2	-0.25
Cc1ccc(NC(=O)CCn2cnc3cc(C)c(C)cc32)cc1	-25	97	-7	104	-1	-33	91	2	0.47
Cn1nnnc1SCC(=O)Nc1ccc(Cl)cc1Cl	-3	103	4	102	-1	10	99	-15	/

Whole records as entered above. Order of screens: TNFa cytotox	Lung fibro prol	VCAM1 TNFa inh	HUVEC prolif 384	Smad3 FoxH1 inh	HUVEC tox IL1B	H69AR growth 86K	F-actin modifier	PTK2B oligo ant
`CC12CCC(C(=O)N(NC(=O)c3cc(Cl)ccc3O)C1=O)C2(C)C` (stereo not drawn) across the screens: -11	/	6	/	/	0	/	-17	1.2
`CCOC(=O)c1c(NC(=O)c2ccc(N3CCOCC3)c([N+](=O)[O-])c2)sc(C)c1C` across the screens: -41	/	-14	/	/	2	/	0	/
`COc1cc(NC(C)C(=O)N2CC(C)OC(C)C2)cc(OC)c1` (stereo not drawn) across the screens: -5	99	-6	96	3	10	105	-2	-0.25

(listing goes on)
SMILES	TNFa cytotox	Lung fibro prol	VCAM1 TNFa inh	HUVEC prolif 384	Smad3 FoxH1 inh	HUVEC tox IL1B	H69AR growth 86K	F-actin modifier	PTK2B oligo ant
CC(NC(=O)c1ccc2c(c1)OCCO2)C(=O)O (stereo not drawn)	-33	97	-15	91	3	-86	101	/	0.37
COCCn1c(=S)[nH]c2cc(OC)c(OC)cc2c1=O	/	99	-2	87	15	-16	77	-13	0.35
Cc1cc(NC(=O)CSc2nnc3c(C)cc4cc(C)c(C)cc4n23)no1	-9	71	-7	75	-12[fluorescence artefact?]	29	61	15	0.32
O=C(O)c1c[nH]ccc1=O	-22	101	12	94	7[fluorescence artefact?]	2	97	13	-0.74
COc1ccccc1C(=O)NC(C)c1ccccc1 (stereo not drawn)	-13	98	11	89	8	-6	98	-19	-0.39
CCOC(=O)C1=C(C)NC(=O)NC1c1ccc(OCC(=O)Nc2ccccc2)c(OC)c1 (stereo not drawn)	-16	/	0	/	/	18	/	1	/
O=C(NCCN1CCOCC1)c1cc2cc(Cl)cc(Cl)c2oc1=O	-3	101	10	79	9	-32	80	5	/
COc1ccc(NC(=O)C23CC4CC(C2)CC(n2cnc(Br)n2)(C4)C3)c(C)c1	17	/	6	/	/	-5	/	8	-0.23
COc1ccc(S(=O)(=O)NNC(=O)c2cc3c4ccccc4n(C)c3s2)cc1	1	/	26	/	/	-34	/	-28	0.37
COCCNC(=S)NNC(=O)c1ccco1	-27	99	-15	108	10	-4	94	15	1.3
CC(=O)Nc1ccc2c(c1)OCCOCCOc1cc(NC(C)=O)ccc1OCCOCCOCCO2	-18	/	6	/	/	-29	/	3	/
Cc1cccc(OCC(=O)N2CCC(c3ccccc3)C2)c1 (stereo not drawn)	0	107	1	105	9	-38	95	2	0.1
COc1ccc(S(=O)(=O)N2CCC(C(=O)NCC3CCCO3)CC2)cc1 (stereo not drawn)	-8	104	4	94	5	7	104	-1	-0.65
CC(=O)NCCn1c(SCC(=O)NCC2CCCO2)nc2ccccc2c1=O (stereo not drawn)	3	108	1	100	11	-15	98	11	0.21
CN(C)CCCNC(=O)c1cc(S(=O)(=O)N2CCOCC2)ccc1F	-4	/	-17	/	/	6	/	-1	0.09
COC(=O)CCCCCC(CCC(=O)OC)NC(C)=O (stereo not drawn)	-6	89	-2	84	-2	-3	98	-18	-0.46
Cc1cc(N2CCN(c3ccccc3)CC2)n2cc(-c3ccccc3)nc2n1	6	/	-10	/	/	1	/	-23	-0.29
CC(=O)Nc1cc(S(=O)(=O)Nc2ccc(C)cc2)c(C)cc1C	-2	/	0	/	/	-9	/	-40	-0.54
Cc1cc(=O)[nH]c(-n2[nH]c3c(c2=O)CCCC3)n1	7	/	-17	/	/	28	/	-21	1.7
COc1ccc(CNC(=O)COC(=O)c2c(-c3c(F)cccc3Cl)noc2C)cc1OC	-15	96	18	99	7	-5	63	10	-0.05
O=C1CCc2cc(S(=O)(=O)NC(Cc3ccccc3)C(=O)NCCC3=CCCCC3)ccc2N1 (stereo not drawn)	-21	97	22	93	-11	0	66	14	/
COc1cccc(OC)c1NC(=O)CN1CCC(NC(=O)c2cccc(F)c2)CC1	92*	104	100*	96	7[fluorescence artefact?]	3	97	70*	0.17
Cc1ccc(Cl)cc1NC(=O)N[C@@H](C)C(=O)O	-4	/	16	/	/	2	/	1	-0.34
CCCCOc1ccc(C(=O)Nc2ccc(N3CCN(C(=O)C(C)C)CC3)cc2)cc1	-13	96	-4	86	-13	-39	85	5	-2.2
O=C(NCCCn1ccnc1)c1cccc(S(=O)(=O)N2CCCCCC2)c1	-8	106	4	97	-1[fluorescence artefact?]	-14	92	2	1.2
CC1CCCC(NC(=O)C2CCCN2S(=O)(=O)c2cccc3nsnc23)C1C (stereo not drawn)	-6	86	3	109	10	-23	98	0	/
CC(C)c1ccc(NC(=O)CCNS(=O)(=O)c2cccc3nsnc23)cc1	-5	100	4	102	2	-8	63	-14	-0.76
CC(O)C1C(=O)OC2(C)CC(C)(C)NC(=S)N12 (stereo not drawn)	-14	96	6	98	5[fluorescence artefact?]	0	93	2	0.2
COCCCNC(=O)CSc1nc2ccc(N3CCOCC3)cc2c(=O)n1CCc1ccccc1	-7	99	16	101	18	-24	93	9	0.71
CCOc1ccc2ccccc2c1C(=O)Nc1cc(=O)n(C)c(=O)n1C	-10	94	8	93	2	-8	97	8	/
CCc1ccc(-c2nn(-c3ccccc3)cc2C2SCC(=O)N2Cc2ccco2)cc1 (stereo not drawn)	-24	98	2	74	3[fluorescence artefact?]	-17	63	/	-0.67
O=C(O)Cn1c(C(F)(F)F)nc2ccccc21	-33	89	20	91	-12	24	102	1	-0.19
CCOc1ccc(N2C(=O)CC(Sc3nc(-c4cccs4)cc(C(F)(F)F)c3C#N)C2=O)cc1 (stereo not drawn)	-22	/	-5	/	/	13	/	39	0.18
Cc1cc(=O)n2ccccc2c1C#N	-2	111	-16	93	26[fluorescence artefact?]	-11	88	8	0.76
CCN1CCN(c2cc(C)c3cc(NC(=O)c4ccc(OC)c(OC)c4)ccc3n2)CC1	5	42*	2	65	9	-7	19*	-4	/
C=CCOC(=O)CSCC(NC(=O)OC(C)(C)C)C(=O)OCC (stereo not drawn)	-25	/	6	/	/	5	/	-5	0.65
CC(C)c1ccc(NC(=O)C2CCCN(S(=O)(=O)c3cnc[nH]3)C2)cc1 (stereo not drawn)	4	92	-6	97	-4	2	89	7	/
O=C(c1ccco1)N1CCN(c2ncnc3c2nnn3Cc2ccccc2Cl)CC1	9	96	12	95	2	20	92	14	0.72
CC(C)(C)C1(C)OC(C(=O)NC2CCCCC2)C(C(=O)NC2CCCCC2)O1 (stereo not drawn)	-19	87	23	107	-11	-11	92	-25	-0.12
Cn1c(N/N=C/c2ccccc2)nc2sc3c(c2c1=O)CCC3	18	/	26	/	/	15	/	-1	-0.16
CCC1(CC)Cc2ccccc2-c2nc(-c3ccccc3)oc(=O)c21	16	91	35	126	-1	-3	103	-7	0.38
O=c1c(C=NCCCn2ccnc2)c(-c2ccccc2)[nH]n1-c1nc2ccccc2s1	-33	89	-11	88	-1	5	62	8	0.23
COC(=O)c1cc(OC)c(OC)cc1NC(=O)c1ccc(OC)cc1	-6	/	-1	/	/	-52	/	6	-0.71
CCNc1nc(NCC)nc(N(C)n2cnnc2)n1	-29	96	-3	98	3	12	102	2	-0.13
Cc1nn(C)c(C)c1/C=N/NC(=O)C(C)(C)Oc1ccc(Cl)cc1	-28	/	7	/	/	-8	/	10	1.2
Cc1cc(C)c(S(=O)(=O)NCC(=O)O)cc1C	-10	102	13	97	8	-43	97	-2	1.1
Clc1ccc(-c2nc(-c3ccccn3)no2)cc1Cl	19	91	-3	60	-3	6	83	7	0.51
CC(=O)NC(Cc1ccccc1)C(=O)NC1CCN(C(=O)c2cnccn2)CC1 (stereo not drawn)	-16	99	10	92	-14	3	100	8	-0.91
CC(C)(CO)NCc1cc(Br)ccc1OCc1ccccc1	-9	/	-1	/	/	-11	/	1	0.29
Fc1cccc(Nc2cc(-n3cccn3)ncn2)c1	-30	96	-18	88	10	27	52	2	-0.15
CCOc1cc(/C=N/O)cc(Cl)c1OC	-12	104	-10	98	6	15	74	3	-0.43
CCOc1ccc(OCC)c(S(=O)(=O)N2CCC(C)CC2)c1	-5	103	-4	98	7	-2	84	-7	-1.5
CCOc1cc(CN2CCN(c3ccc(C(C)=O)cc3)CC2)ccc1OC	-2	94	-15	99	7	2	93	-15	2
C=CCn1c(SCC(=O)Nc2nnc(CC)s2)nnc1-c1ccco1	/	108	/	102	-5	/	90	/	-0.1
COc1ccc(Nc2cc(C)nc3ccccc23)cc1	2	91	9	91	2	-32	75	-5	0.07
O=C(NC(=S)Nc1nc(-c2ccccc2)cs1)c1cncc(Br)c1	0	/	1	/	/	-11	/	20	-0.13
O=C(Nc1ccccc1)O/N=C/c1ccncc1	4	/	1	/	/	2	/	-1	1.4
CCOc1ccccc1OCC(=O)Nc1ccc(S(=O)(=O)N(C)C)cc1	-9	100	-3	96	0	-6	99	16	-2.3
COc1ccc2oc(C(=O)c3ccccc3)c(NC(=O)CN3CCN(C)CC3)c2c1	-12	54	0	32	-5	-4	0.7*	-15	0.96
